DAGLB inh: DAGLB lipase inhibitors, primary screen, biochemical, fluorescence, HTS. Diacylglycerol lipase-beta (Homo sapiens), Q8NCG7. HEK293T DAGLB membrane lysate, EnzChek fluorogenic substrate. inhibition, % at 5.17 µM. 340,000 tested, 0.059% active; in the data active = inhibition above about 34%;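 also: 0% = enzyme with vehicle and 100% = wells lacking enzyme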
Target sequence (Q8NCG7 whole entry, looked up): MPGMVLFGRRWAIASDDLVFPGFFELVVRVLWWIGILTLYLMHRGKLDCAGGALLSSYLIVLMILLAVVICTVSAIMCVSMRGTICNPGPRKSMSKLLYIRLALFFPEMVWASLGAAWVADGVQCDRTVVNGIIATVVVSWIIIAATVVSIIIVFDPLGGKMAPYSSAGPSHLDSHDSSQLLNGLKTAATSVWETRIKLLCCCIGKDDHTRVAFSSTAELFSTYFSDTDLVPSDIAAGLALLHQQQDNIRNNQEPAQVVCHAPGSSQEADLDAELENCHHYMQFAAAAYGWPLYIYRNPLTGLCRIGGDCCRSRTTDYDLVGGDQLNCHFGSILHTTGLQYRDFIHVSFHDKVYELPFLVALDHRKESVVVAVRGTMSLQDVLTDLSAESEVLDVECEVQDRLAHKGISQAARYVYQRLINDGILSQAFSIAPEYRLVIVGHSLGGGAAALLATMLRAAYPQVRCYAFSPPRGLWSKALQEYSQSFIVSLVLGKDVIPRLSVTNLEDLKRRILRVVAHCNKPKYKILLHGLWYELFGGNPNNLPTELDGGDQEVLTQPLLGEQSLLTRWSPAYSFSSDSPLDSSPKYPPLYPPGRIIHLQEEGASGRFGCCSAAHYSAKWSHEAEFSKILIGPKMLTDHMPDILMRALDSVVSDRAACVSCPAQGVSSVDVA
Arr AP2 block: inhibitors of beta-arrestin/AP2 binding, primary screen, biochemical, GPCR trafficking, flow cytometry | AID 504490, 2011 | inhibition, % at 10 µM | beta-arrestin 1 C-terminal peptide binding to AP2 beta2-adaptin appendage (human) | FITC-arrestin peptide / GST-AP2 beads; AP2 beta2 appendage carries R879A mutation | 340,000 tested, 0.31% active;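 active = inhibition above a set limit, near 3 SD of compounds lacking own fluorescence, cut at about 54% in these data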;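 also: plate controls were DMSO wells for no effect and 5 µM unlabelled arrestin peptide for full effect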
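Measured by: flow cytometry, FL1 (488/535 nm); Material: AP2 appendage R879A on GSH beads; Evaluation: percent response; Timing: pre-incubation 12 min, peptide binding 1 h, room temperature; Also added: 50 nM FITC-arrestin peptide; Medium: PBS with 0.05% Tween 20 and 0.1% BSA.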
NSD2 inh: NSD2 histone methyltransferase inhibitors, primary screen, biochemical, AlphaScreen, single concentration, set 2; inhibition, % at 12.5 µM; NSD2 peptide methylation, 120 min; Histone-lysine N-methyltransferase NSD2 (Homo sapiens), O96028; 310,000 tested, 0.54% active; in the data active = inhibition above about 50%
V-ATPase pHluor: regulators of yeast V-ATPase proton pumping, primary screen, pHLuorin cytosolic pH fluorescence | S. cerevisiae | response, % at 10 µM | 350,000 tested, 0.37% active; in the data active = response mostly above about 7.3%, no sharp cut-off; inactive = mostly below about 5.4%; also: actives read high; inactives centre near 0; some compounds called inactive have numbers as strong as hits; reference of the scale not given here
CAL PDZ FP-1: CAL PDZ peptide-binding inhibitors, primary screen, biochemical, fluorescence polarization, Cer-tagged CAL PDZ, HTS; AID 504414, 2011; inhibition, % at 20 µM; Golgi-associated PDZ and coiled-coil motif-containing protein (Homo sapiens), Q9HD26; purified CAL PDZ, TMR-peptide fluorescence polarization, 1 h; 330,000 tested, 0.02% active;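 active = highest replicate inhibition of at least 40%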;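 also: plate controls were DMSO neutral control wells for no effect and unlabeled competitor peptide control wells for full effect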
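Material: tagged CAL PDZ domain; buffer or medium: 25 mM sodium phosphate pH 7.4, 150 mM NaCl, TCEP, IgG, Thesit; compound dosing: single point, 20 µM; schedule: 1 h incubation at room temperature before polarization reading; measured by: FP readout, S and P plane fluorescence; read-out basis: percent inhibition from loss of millipolarization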
Keap1 Nrf2 FP: Keap1-Nrf2 protein-protein interaction inhibitors, primary screen, biochemical, fluorescence polarization, single point; 340,000 tested, 0.15% active; Keap1 Kelch-Nrf2 peptide fluorescence polarization, 1536-well; AID 504523, 2011; inhibition, % at 9.4 µM; Kelch-like ECH-associated protein 1 (Homo sapiens), Q14145; in the data active = inhibition above about 12%;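 also: human Keap1 Kelch domain with fluorescein labeled Nrf2 9mer peptide probe; 0% = neutral control wells and 100% = peptide positive control; higher means more block of Keap1 binding to Nrf2 peptide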
RTF Ca sens inh: cardiac RTF calcium sensitivity inhibitors, primary screen, biochemical, IANBD-TnC fluorescence, EC70 calcium | IANBD-labeled cardiac RTF, Ca2+ fluorescence | Troponin I, cardiac muscle (Homo sapiens) + Troponin T, cardiac muscle (Homo sapiens) + … | AID 493244, 2011 | inhibition, % at 7.15 µM | 340,000 tested, 0.12% active;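 active = inhibition above the mean inhibition of all tested compounds plus 3 SD, cut at about 17% in these data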;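 also: assay run at fixed EC70 calcium of 1.6 mM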
CAL PDZ FP-2: untagged CAL PDZ binding inhibitors, primary screen, biochemical, fluorescence polarization, HTS; AID 602252, 2012; 300,000 tested, 0.92% active; inhibition, % at 24.9 µM; purified CAL PDZ, TMR-peptide fluorescence polarization, 1 h;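 active = mean inhibition of at least 30% with at least half of replicates also reaching 30%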;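 also: 0% = DMSO neutral control and 100% = excess unlabeled competitor peptide PRC23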
Pemphigus Ab inh: inhibitors of pemphigus antibody binding to DSG3, primary screen, biochemical, bead-based, flow cytometry, scFv-GFP; DSG3-coupled beads, scFv-anti-DSG3-GFP binding; hits give low values; binding (percent of control), % at 10 µM; 310,000 tested, 0.48% active;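 active = binding more than 3 SD below its plate's average and above zero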;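 also: hits lower antibody fragment binding to DSG3; some compounds called inactive have numbers as strong as hits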
LANA DNA inh: inhibitors of KSHV C-LANA binding to DNA, primary screen, biochemical, fluorescence polarization, FAM-LBS DNA, MBP-C-LANA, single point | Kaposi's sarcoma herpesvirus LANA C-terminal domain (residues 932-1162) DNA binding | 340,000 tested, 0.078% active | inhibition, % at 9 µM | AID 504423, 2011;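 active = highest replicate inhibition at or above 60% at 9 µM, even if other replicates fall short; inactive = all replicates below 60% inhibition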;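 also: 0% = neutral control wells and 100% = 4 µM acridine orange control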
Active calls of the source: *; . = not tested or not shown. Only part of the results is shown. The share of hits here may be higher or lower than overall.

DAGLB inh	Keap1 Nrf2 FP	CAL PDZ FP-1	Arr AP2 block	V-ATPase pHluor	NSD2 inh	CAL PDZ FP-2	RTF Ca sens inh	Pemphigus Ab inh	LANA DNA inh	SMILES
0	2	-2.3	1	2	0	0	2	105	1.4	O=C1CCC([N+](=O)[O-])C(c2ccc(Br)cc2)N1 (stereo not given)
4	-3	-1.8	-4	-5	-1	-1	2	101	0.6	O=C(NCc1cn2ccccc2n1)c1ccccc1
3	0	0.5	-4	1	11	-11	-1	107	-1.7	O=C(CSc1nc(-c2ccccc2)c(-c2ccccc2)[nH]1)NCCN1C(=O)CSC1=O
-3	-2	-1.1	7	-3	-2	-1	-10	84	0.5	COC(=O)c1cc(OC)ccc1-c1ccc(OC)cc1
3	-7	-0.8	12	-1	.	-5	8	106	0.8	O=C(O)C1=C[C@H](c2ccc(Br)cc2)C[C@H](OCc2ccc(CO)cc2)O1
0	-1	-2.2	19	-3	-3	-4	-3	105	-0.3	CC(CCc1ccccc1)NC(=O)CCCn1ncn2c(cc3occc32)c1=O (stereo not given)
4	-4	-0.6	1	-48	-17	1	2	.	-1.4	N=c1c(C(=O)NCC2CCCO2)cc2c(=O)n3ccccc3nc2n1Cc1ccccc1 (stereo not given)
-1	-4	-3.9	-28	1	1	-19	2	.	0.8	O=C(CSc1nnc(Nc2ccccc2)s1)NC1CCCC1
1	1	1.1	40	6	23	1	-4	102	0.6	CN(C)Cc1c(O)c(Cl)cc2c3c(c(=O)oc12)CCCC3
-1	2	-0.2	47	1	-4	-2	-22	99	-1.0	COc1ccc(OC(=O)c2ccc(Cl)cc2)c(C(C)=O)c1

Some of these compounds in order of molecular weight, ascending:
DAGLB inh	Keap1 Nrf2 FP	CAL PDZ FP-1	Arr AP2 block	V-ATPase pHluor	NSD2 inh	CAL PDZ FP-2	RTF Ca sens inh	Pemphigus Ab inh	LANA DNA inh	SMILES
4	-3	-1.8	-4	-5	-1	-1	2	101	0.6	O=C(NCc1cn2ccccc2n1)c1ccccc1
-3	-2	-1.1	7	-3	-2	-1	-10	84	0.5	COC(=O)c1cc(OC)ccc1-c1ccc(OC)cc1
0	2	-2.3	1	2	0	0	2	105	1.4	O=C1CCC([N+](=O)[O-])C(c2ccc(Br)cc2)N1 (stereo not given)
-1	2	-0.2	47	1	-4	-2	-22	99	-1.0	COc1ccc(OC(=O)c2ccc(Cl)cc2)c(C(C)=O)c1
1	1	1.1	40	6	23	1	-4	102	0.6	CN(C)Cc1c(O)c(Cl)cc2c3c(c(=O)oc12)CCCC3
-1	-4	-3.9	-28	1	1	-19	2	.	0.8	O=C(CSc1nnc(Nc2ccccc2)s1)NC1CCCC1
0	-1	-2.2	19	-3	-3	-4	-3	105	-0.3	CC(CCc1ccccc1)NC(=O)CCCn1ncn2c(cc3occc32)c1=O (stereo not given)
3	-7	-0.8	12	-1	.	-5	8	106	0.8	O=C(O)C1=C[C@H](c2ccc(Br)cc2)C[C@H](OCc2ccc(CO)cc2)O1
4	-4	-0.6	1	-48	-17	1	2	.	-1.4	N=c1c(C(=O)NCC2CCCO2)cc2c(=O)n3ccccc3nc2n1Cc1ccccc1 (stereo not given)
3	0	0.5	-4	1	11	-11	-1	107	-1.7	O=C(CSc1nc(-c2ccccc2)c(-c2ccccc2)[nH]1)NCCN1C(=O)CSC1=O

Next part:
DAGLB inh	Keap1 Nrf2 FP	CAL PDZ FP-1	Arr AP2 block	V-ATPase pHluor	NSD2 inh	CAL PDZ FP-2	RTF Ca sens inh	Pemphigus Ab inh	LANA DNA inh	SMILES
-12	-4	-1.0	-9	3	-1	0	-11	103	-0.9	Cc1cccc(N2CCN(C(=S)NCc3ccco3)CC2)c1C
0	1	0.7	22	3	.	.	2	102	0.1	CCN1CCSc2ccc(C(=O)NCc3ccccc3Br)cc21
2	0	-2.1	14	4	9	1	-7	100	-1.6	O=C(NNC(=O)C1CCN(Cc2ccccc2)CC1)c1cccs1
-7	1	-0.1	22	3	.	0	-10	104	-1.9	CCOC(=O)c1ccc(NC(=O)c2nc[nH]c2C(=O)N[C@H](C)c2ccccc2)cc1
-2	-1	-0.3	-7	0	.	-2	-12	103	0.5	CCCn1nc2cc(C(=O)NCCc3ccc(C)cc3)ccc2c1OCC
0	-2	-2.7	8	-2	2	-2	-4	87	-0.6	N#CC1=C(N)Nc2nc3ccccc3n2C1c1ccc(F)cc1 (stereo not given)
0	-4	-1.4	4	1	3	-2	-5	116	-0.7	CSCC[C@H](NC(=O)c1ccc(OCC2CCCO2)cc1)c1nc2ccccc2[nH]1 (stereo not given in full)
-3	-3	-2.8	17	-4	11	-7	6	96	0.7	CCOc1ccc(NC(=O)CC2C(=O)N(c3ccc(OC)cc3)C(=O)N2CCc2cccs2)cc1 (stereo not given)
2	-1	.	6	0	.	-9	-19	98	-1.8	COc1ccc(CCNC(=O)CN(CCc2ccccc2)S(C)(=O)=O)cc1
7	-5	-0.4	12	1	.	1	-9	110	1.5	COC/C=C/C1=CC2=CC(=O)C(C)(OC(=O)c3cnc4ccccc4n3)C(=O)C2=CN1Cc1ccccc1 (stereo not given)

More structures follow:
DAGLB inh	Keap1 Nrf2 FP	CAL PDZ FP-1	Arr AP2 block	V-ATPase pHluor	NSD2 inh	CAL PDZ FP-2	RTF Ca sens inh	Pemphigus Ab inh	LANA DNA inh	SMILES
-1	-6	-1.0	3	7	-3	.	3	105	-0.8	COc1cc(CC(=O)NCc2cccs2)cc(OC)c1OC
0	5	0.0	-9	3	-1	-4	-3	.	0.0	CCc1ccc(C(=O)OCC(=O)N(CC)c2c(N)n(Cc3ccccc3)c(=O)[nH]c2=O)cc1
33	-3	-0.9	4	-2	.	1	-2	112	0.4	CC(=O)N(Cc1ccc(F)cc1)C1=C(NCCc2ccccc2)C(=O)c2ccccc2C1=O
2	-3	-2.1	14	3	-3	-1	-6	108	0.4	O=S1(=O)N=C(N/N=C/c2ccc(Br)o2)c2ccccc21
-5	6	.	-4	-1	0	-7	-3	.	-1.4	C=C(C)CSc1nnc2n(Cc3ccccc3)c(=O)c3c4c(sc3n12)CCC4
-9	0	-0.6	-2	0	1	2	-1	101	0.0	CCOC(=O)c1c(NC(=O)c2cccnc2)sc(C)c1C
-1	-5	-0.1	1	2	.	-3	0	101	-0.6	OCCNCCO
0	-1	-1.5	10	-2	5	-5	-7	93	-1.3	COc1cccc(CC2(CO)CCCN(Cc3ccc(OC)c(C)c3OC)C2)c1 (stereo not given)
0	-3	-1.5	13	-1	-1	-2	-3	100	0.4	Cc1nc(C)n(C(C)CC(=O)O)n1 (stereo not given)
0	-6	-2.8	-5	-3	3	-1	-15	106	1.2	CCOC(=O)Cc1csc(NC(=O)CSc2nnc(C3CC3)n2C)n1

(list continues)
DAGLB inh	Keap1 Nrf2 FP	CAL PDZ FP-1	Arr AP2 block	V-ATPase pHluor	NSD2 inh	CAL PDZ FP-2	RTF Ca sens inh	Pemphigus Ab inh	LANA DNA inh	SMILES
-5	7	-1.0	4	-2	.	-5	-9	101	1.0	CC(C)C[C@H]1COCCS(=O)(=O)N1Cc1ccc(Cl)c(Cl)c1
-1	-14	-1.8	0	2	.	-3	-1	108	-13	C#CCOCCOCCOCCNc1nc(N2CCN(C(=O)CCCCCCCCCCNC(=O)Cn3cc(CCCCCN)nn3)CC2)nc(N2CCN(C(=O)CCCCCCCCCCNC(=O)[C@H](CO)n3cc(CCCCCN)nn3)CC2)n1
0	7	-1.7	-9	3	26	-1	-1	106	1.5	COc1ccccc1NS(=O)(=O)c1ccc(C(=O)N2CCCC(C)C2)cc1 (stereo not given)
11	-7	0.3	1	1	.	0	-10	107	-0.6	NC(=O)CC(NC(=O)c1ccccc1)c1ccc(NCCc2ccc(F)cc2)c([N+](=O)[O-])c1 (stereo not given)
5	-6	-0.2	-1	-3	11	1	-9	102	-1.3	COC(=O)C1=C(C)NC(=O)/C1=C\c1ccc2c(c1)OCO2
-1	0	-1.4	17	-4	5	1	-12	106	0.2	O=C(NCc1ccccc1)C(c1ccc(F)cc1)N(C(=O)c1csnn1)C1CC1 (stereo not given)
-1	-7	0.3	11	0	-1	-2	4	107	-0.4	COc1ccc(NC(=O)c2sc3nc(C)nc(N4CCOCC4)c3c2C)c(OC)c1
0	-7	-2.6	5	4	1	-1	3	73	2.4	CN1CCC(OC(=O)c2ccccc2)CC1
-6	-2	0.0	-9	-5	0	0	-1	96	2.0	Cc1cc(C(=O)Nc2sc(C)c(-c3ccc(F)cc3)c2C(N)=O)no1
-3	-8	-1.2	-1	-1	-5	0	3	111	-1.2	CCOC(=O)c1sc(NC(=O)c2ccccc2OCC)nc1C

The list goes on:
DAGLB inh	Keap1 Nrf2 FP	CAL PDZ FP-1	Arr AP2 block	V-ATPase pHluor	NSD2 inh	CAL PDZ FP-2	RTF Ca sens inh	Pemphigus Ab inh	LANA DNA inh	SMILES
11	-2	-2.7	-10	4	2	1	-6	112	1.7	CCc1nnc(NS(=O)(=O)c2ccc(NCc3cc(Cl)cc(Cl)c3O)cc2)s1
1	-1	-1.0	-6	1	0	-2	-7	112	-2.3	C=Cn1cc[n+](CC(=O)c2ccc(Cl)c(Cl)c2)c1
-4	-4	-2.9	19	3	-1	6	3	.	-2.4	Cc1ccc(OCC(=O)OCC(=O)c2cccc([N+](=O)[O-])c2)cc1C
1	2	1.7	13	-3	-1	-7	3	103	1.0	CCOC(=O)CNC(=O)Nc1nnc(-c2ccc(OCC)cc2)o1
0	1	-2.0	3	-2	0	-2	-17	84	-0.9	O=C(CN1CCCC1)OCCCc1ccccc1
0	1	-1.7	30	-2	-3	-1	1	98	-1.0	Cc1ccc(S(=O)(=O)NCCC(=O)NCC(c2ccco2)N2CCCCC2)cc1C (stereo not given)
-1	0	-24	-14	-3	0	-3	-4	108	-1.1	Cc1cc(NC(=O)CCN2CCN(C/C=C/c3ccccc3)CC2)ccc1Br
18	4	0.8	-1	2	22	1	4	100	1.0	COc1cc(/C=N/NC(=O)[C@H](Cc2c[nH]c3ccccc23)NC(=O)OCC(C)C)cc([N+](=O)[O-])c1O
-1	0	-3.0	-4	4	4	0	-4	.	1.1	Cc1ccccc1CNC(=O)C1CCC(=O)N(C2CCCCCC2)C1 (stereo not given)
